Screening data as filed in PubChem.
RGS4 inh – Inhibitors of Regulator of G Protein Signaling (RGS) 4: qHTS; Regulator of G-protein signaling 4 (Homo sapiens), P49798; Transcreener GDP fluorescence polarization, RGS4-accelerated GTP hydrolysis; Potency, µM (series often up to 114 µM), for inactives: at the top dose activity change, negative = inhibition, hits mostly inhibitors; 390,000 tested, 0.039% active; AID 504845, 2011; note: potency is the fitted concentration of half-maximal effect; % is set by controls: 0 for no effect and ±100 for the full control effect; nearly all actives have a fitted effect of over 75% in size; some results filed as inactive show a strong effect at the top dose
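MLSMR compounds (23 nl, pin-transferred) preincubated 10 min at room temperature with a 500nM (2x) first reagent, then RGS4 at 900nM (2x) plus Transcreener GDP mix added; fluorescence polarization (620/688 nm) read before and after 90 min at 30 °C.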
D2 agonist – HTS Assay for Allosteric Agonists of the Human D2 Dopamine Receptor: Primary Screen for Agonists; activation, % at 2 µM; D(2) dopamine receptor (Homo sapiens), P14416; HEK293 T-REx D2 cells, calcium flux agonist mode; 340,000 tested, 0.53% active;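 active = activation over 3 SD above normal in the single-dose calcium agonist read, cut at about 30% in these data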; note: 0% is about no effect
Target sequence (P14416 whole entry, looked up): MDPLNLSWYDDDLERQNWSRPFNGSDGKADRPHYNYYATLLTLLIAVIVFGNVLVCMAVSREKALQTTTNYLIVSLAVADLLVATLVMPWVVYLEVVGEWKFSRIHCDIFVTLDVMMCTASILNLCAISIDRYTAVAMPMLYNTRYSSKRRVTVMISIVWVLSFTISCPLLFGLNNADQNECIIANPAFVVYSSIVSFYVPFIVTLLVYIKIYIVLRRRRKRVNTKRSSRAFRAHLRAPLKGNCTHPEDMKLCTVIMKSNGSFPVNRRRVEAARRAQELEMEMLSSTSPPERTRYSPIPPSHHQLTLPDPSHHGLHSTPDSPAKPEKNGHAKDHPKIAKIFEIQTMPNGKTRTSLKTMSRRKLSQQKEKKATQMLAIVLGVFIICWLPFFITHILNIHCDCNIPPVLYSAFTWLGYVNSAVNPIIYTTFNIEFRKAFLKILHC
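Tetracycline-induced HEK293 Trex cells with D2 receptor force-coupled to calcium signaling, plated overnight at 30 C and loaded with no-wash calcium dye. Calcium flux read kinetically for 180 s after compound addition; responses flag agonists.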
LDHA inh – qHTS assay for inhibitors of human lactate dehydrogenase; 480,000 tested, 0.15% active; AID 1347041, 2019; activity change, % (values are at about 110 or 230 µM); purified LDHA, NADH/diaphorase-resazurin fluorescence; stronger effect = lower value; L-lactate dehydrogenase A chain (Homo sapiens), P00338; in the data active = activity change below about -30%; inconclusive = mostly about -25% to -30%;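 note: plate controls were DMSO wells for no effect and wells without enzyme for full effect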
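Remaining NADH was detected by diaphorase (0.133 mg/mL) converting 37 µM resazurin to fluorescent resorufin, read at 0 and 20 minutes. The preceding 5-minute room-temperature reaction used 2 nM LDHA, 0.2 mM sodium pyruvate and 0.06 mM NADH at pH 7.4.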
ERG-DNA inh – qHTS for Small Molecule Inhibitors of the ERG Ets/DNA interaction; Transcriptional regulator ERG (Homo sapiens), P11308; fluorescence polarization, His-ERG Ets domain / labelled DNA; Potency, µM (doses to about 76.9 µM), for inactives: at the top dose FP activity, negative = inhibition, hits mostly inhibitors; 370,000 tested, 0.028% active; AID 624246, 2012; active = well fitted inhibition curve with a large enough effect in the polarisation, with a control signal flat; inconclusive = small, poorly fitted or top-dose-only effect, or effect the other way, or a change in a side signal; inactive = no such curve, though single readings can be large or run the other way; the % refers to the polarisation;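 note: polarization taken with two DNA probes labelled with fluorescein and Texas red; potency is the fitted concentration of half-maximal effect; % of control where 0% means no effect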
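His-tagged ERG Ets domain (1 uM in the protein solution; 300mM KCl, 50mM Tris-HCl, 1mM EDTA, 1mM DTT, pH 7.5) received compound, then a probe mix of 5 nM fluorescein-DNA and 100nM Texas-615-DNA. Fluorescence polarization was read for both dyes.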
ALOX12 inh – Primary qHTS assay for inhibitors of human arachidonate 12S-lipoxygenase (ALOX12): Round 2; Polyunsaturated fatty acid lipoxygenase ALOX12 (Homo sapiens), P18054; purified 12hLO, xylenol orange hydroperoxide absorbance; Potency, µM (highest dose often 108 µM), without a hit: at the top dose activity change, negative = inhibition, most hits filed as inhibitors; 580,000 tested, 1.1% active; AID 1671190, 2021; note: potency is the fitted concentration of half-maximal effect; % is set by controls: 0 for no effect and ±100 for the full control effect
Target sequence (P18054 whole entry, looked up): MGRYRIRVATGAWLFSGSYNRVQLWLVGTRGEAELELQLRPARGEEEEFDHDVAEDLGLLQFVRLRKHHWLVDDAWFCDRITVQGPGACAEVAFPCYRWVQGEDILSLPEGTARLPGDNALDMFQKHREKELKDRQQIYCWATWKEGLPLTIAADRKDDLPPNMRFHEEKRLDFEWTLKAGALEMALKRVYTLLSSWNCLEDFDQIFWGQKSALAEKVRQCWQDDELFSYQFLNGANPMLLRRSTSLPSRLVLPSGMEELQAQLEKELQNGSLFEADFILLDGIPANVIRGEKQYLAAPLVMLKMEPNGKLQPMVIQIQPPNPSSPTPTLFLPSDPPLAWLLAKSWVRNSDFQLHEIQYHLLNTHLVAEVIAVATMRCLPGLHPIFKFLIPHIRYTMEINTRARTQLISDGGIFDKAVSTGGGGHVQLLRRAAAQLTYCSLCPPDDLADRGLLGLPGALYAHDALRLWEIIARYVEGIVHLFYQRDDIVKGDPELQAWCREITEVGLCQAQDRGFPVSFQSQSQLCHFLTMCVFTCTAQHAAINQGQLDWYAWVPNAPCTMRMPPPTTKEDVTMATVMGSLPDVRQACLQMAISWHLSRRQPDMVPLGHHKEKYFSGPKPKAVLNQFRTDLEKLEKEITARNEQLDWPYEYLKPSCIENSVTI
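Purified human 12hLO at 150 nM in 25 mM Hepes, 0.01% Triton X-100, pH 7.0, preincubated 15 min at room temperature with compound. Reaction started with 40 uM arachidonic acid, 30 min at room temperature. Hydroperoxide measured by Fe-xylenol orange, 573/405 nm absorbance ratio.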
D2 antagonist – HTS Assay for Allosteric Antagonists of the Human D2 Dopamine Receptor: Primary Screen for Antagonists; D(2) dopamine receptor (Homo sapiens), P14416; HEK293 TREx D2 cells, calcium flux, dopamine EC80; inhibition, % at 10 µM; 340,000 tested, 2% active; AID 485344, 2010; in the data active = inhibition above about 30%; note: 0% is about no effect
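Tetracycline-induced HEK293 T-REx cells expressing D2 force-coupled to calcium signalling were dye-loaded, exposed to compound for 180 s, then challenged with an EC80 of dopamine; calcium flux was followed kinetically for a further 180 s.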
Vif-APOBEC3F blk – qHTS for Inhibitors of Vif-A3F Interactions: qHTS. HeLa A3F-eYFP + Vif (tagged APOBEC3F with the HIV-1 protein that degrades it), YFP fluorescence increase. Potency, µM (top dose mostly 46.1 µM), for the others: at the highest dose activity, negative = active. 390,000 tested, 0.2% active. AID 602313, 2012; note: potency is the fitted concentration of half-maximal effect; % of control where 0% means no effect; nearly all actives have a fitted effect of over 65% in size
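HeLa cells stably expressing A3F-eYFP plus Vif, plated and incubated overnight at 37 deg C, then exposed to compounds overnight at 37 deg C. Blocked degradation read as raised yellow fluorescence (Ex 488/Em 500-530).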
Vif-APOBEC3G blk – qHTS for Inhibitors of Vif-A3G Interactions: qHTS; Potency, µM (highest dose often 46.1 µM), for the others: top-dose activity, negative = active, most hits filed as inhibitors; 410,000 tested, 0.076% active; HeLa A3G-eYFP + Vif (tagged APOBEC3G with the HIV-1 protein that degrades it), YFP fluorescence, overnight;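 note: potency is the fitted concentration of half-maximal effect; % is set by controls: 0 for no effect and ±100 for the full control effect; nearly all actives have a fitted effect of over 60% in size; hits raise eYFP signal because A3G escapes Vif-driven loss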
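Read-out is eYFP fluorescence (Ex 488/Em 500-530) from Vif-expressing HeLa A3G-eYFP cells; more signal means A3G escaped Vif-mediated degradation. Cells plated overnight, compound pinned in, incubated overnight at 37 deg C.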
GRP78 ERSR act – qHTS for Inducers of the Endoplasmic Reticulum Stress Response (ERSR) in Human Glioma: qHTS; U87-MG GRP78 promoter luciferase reporter, 16 h; Potency, µM, for the others: top-dose activation, usual class: activators; 420,000 tested, 0.02% active; note: potency is the fitted concentration of half-maximal effect; series mostly up to about 76 µM; % of control where 0% means no effect; nearly all actives have a fitted effect of over 35% in size
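Stably transfected U87-MG glioma cells carrying a GRP78-based luciferase sensor; 16 h compound incubation. Luminescence end-point read 10 min after Bright-Glo addition at room temperature.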
An asterisk follows results filed as active; ? = inconclusive; · = no result given; [ ] = remark or other dose. Unless noted, calls come from the whole dose curve; as a rule, active = well fitted curve in the direction sought with a large enough effect; inconclusive = small, poorly fitted or top-dose-only effect, or another doubt; inactive = no such curve, though single readings can be large; an effect the other way counts as inactive or inconclusive. These rows are one share of the data. The share of hits here may be higher or lower than overall.

SMILES	RGS4 inh	D2 agonist	LDHA inh	ERG-DNA inh	ALOX12 inh	D2 antagonist	Vif-APOBEC3F blk	Vif-APOBEC3G blk	GRP78 ERSR act
CCC(CC)C(=O)Nc1cccc(C(=O)Nc2ccc3c(c2)OCO3)c1	-29.2%	·	3.7	-4.5%	-4.7%	·	-0.6%	-1.5%	8.6%
O=C(N1CCOCC1)C(F)(F)C(=O)N1CCOCC1	11.7%	-0.1	-0.8	-0.2%	0.0%	-12.2	-8.2%	1.7%	-1.2%
CN(Cc1ccccc1)S(=O)(=O)c1ccc(C(=O)Nc2nnc(C3CC3)o2)cc1	?	-1.2	1.8	-2.4%	·	18.5	-10.9%	4.5%	-3.8%
Cc1cc(C)cc(NC(=S)N2CCC(C(=O)c3ccc(F)cc3)CC2)c1	5.5%	·	2.5	-0.1%	-38.8%	·	2.6%	0.0%	-1.9%
CCOC(=O)c1sc2nc(CSc3ccccc3)nc(N3CCC(C(N)=O)CC3)c2c1C	-11.0%	-0.1	-0.3	0.6%	-23.5%	-7.4	-7.2%	1.1%	-13.4%
CC1(C)CC(=O)C(C=Nc2ccc(O)cc2)=C(O)C1	-0.8%	0.2	6.4	·	-15.8%	6.9	-2.3%	1.7%	1.6%
Cc1nc(C(=O)N2CCCC(C(=O)c3cccc(OC(C)C)c3)C2)cs1 (configuration not stated)	13.3%	0.1	1.6	5.1%	11.6%	2.3	-10.8%	1.5%	0.1%
CC(=O)Nc1cc(C)nn1-c1nc(C)cc(C)n1	-9.9%	0.1	-0.7	-2.6%	0.0%	-0.3	-3.8%	0.7%	-0.3%
CC(NCC(=O)Nc1cc(S(=O)(=O)N2CCCCCC2)ccc1Cl)c1ccccc1 (configuration not stated)	10.0%	-0.6	-18.1	-10.9%	-19.3%	-5.2	2.2%	-1.4%	-3.8%
CN(c1ccccc1)c1ncnc2c1ncn2C	-12.1%	·	-3.6	6.5%	-7.2%	·	4.2%	-0.3%	-2.5%
CCCn1c(SCC(=O)Nc2nc3c(s2)CCCC3)nc2c1c(=O)n(C)c(=O)n2C	-7.5%	0.0	0.0	-3.9%	-0.4%	-24.0	-5.6%	0.4%	0.3%
COc1cccc(C2c3[nH]c4ccccc4c3CCN2Cc2cnn(C)c2)c1 (configuration not stated)	12.4%	0.4	-3.4	-0.1%	?	11.8	-0.8%	-8.3%	-3.9%
COc1ccccc1N(CC(O)COc1ccc(C)cc1)S(=O)(=O)c1ccccc1 (configuration not stated)	13.1%	-0.1	-1.5	-2.2%	-15.8%	8.0	3.7%	2.1%	-3.1%
COC(=O)c1ccc(Cl)c(NC(=O)C2CCN(S(=O)(=O)Cc3ccccc3)CC2)c1	17.7%	-1.4	-9.0	1.3%	-22.8%	·	-5.8%	-1.3%	-4.2%
C=CCn1c(SCC(=O)NCc2ccco2)nc2ccccc2c1=O	16.4%	2.9	-18.3	1.8%	1.2%	15.3	4.4%	3.8%	2.3%
Cc1cccc(CC(=O)N2CCOCC2)c1	18.6%	0.0	-6.7	-7.5%	11.6%	-0.5	-10.3%	2.9%	3.3%
CCN(c1ccccc1)S(=O)(=O)c1ccc(-c2cc(C)no2)s1	-8.5%	0.8	8.0	1.3%	-0.4%	·	-12.4%	-17.0%	3.0%
CN1CCC(N(C)C(=O)c2ccc(Cl)c(S(=O)(=O)N3CCCCC3)c2)CC1	8.8%	0.0	0.8	2.4%	11.9%	-9.8	5.8%	-5.3%	4.9%
COc1cccc(NC(=O)CN(C)C(=O)C2CCN(C(=O)c3ccccc3C)CC2)c1	5.4%	-1.2	-7.5	4.0%	3.3%	-12.7	-0.6%	3.2%	-3.1%
CNS(=O)(=O)c1ccc(C(=O)NCC(=O)NCCc2ccc3c(c2)OCCO3)cc1	-11.6%	-1.6	-4.9	4.4%	-3.8%	-17.4	1.6%	0.4%	2.3%
COc1ccc(NS(=O)(=O)c2c(F)cccc2F)cc1S(=O)(=O)N1CCOCC1	-4.3%	·	13.7	·	-5.1%	·	3.9%	-2.8%	-1.2%
Cc1ccc(NC(=O)c2c(-c3ccccc3Cl)noc2C)nc1	-5.4%	-0.7	-1.4	-10.9%	0.0%	2.4	-8.8%	-10.2%	-5.7%
CCC(C)NC(=O)C1CCN(S(=O)(=O)c2ccc(OC)cc2)CC1 (configuration not stated)	-4.8%	·	-0.8	-4.1%	1.4%	·	-6.3%	1.2%	-5.8%
CC(OC(=O)c1nc(Cl)ccc1Cl)C(=O)NC1CCCCC1C (configuration not stated)	3.8%	-0.1	-3.8	0.9%	-12.0%	5.6	-8.9%	4.6%	-5.1%
COc1ccc(Cl)cc1/C=C(\C#N)C(N)=O	-30.0%	-0.6	-4.0	-0.8%	7.8%	7.2	-7.3%	-8.0%	-2.6%
SMILES	RGS4 inh	D2 agonist	LDHA inh	ERG-DNA inh	ALOX12 inh	D2 antagonist	Vif-APOBEC3F blk	Vif-APOBEC3G blk	GRP78 ERSR act
CC(=O)Nc1ccc(S(=O)(=O)Nc2nccc(C3Cc4ccccc4C(=O)O3)n2)cc1 (configuration not stated)	-8.3%	0.8	-7.4	0.1%	-16.2%	12.7	-4.8%	0.5%	0.1%
CC(C)(C)C(=O)Nc1c(C(=O)N2CCN(c3ccc(F)cc3)CC2)oc2ccccc12	-39.5%	-0.1	6.7	-8.8%	1.0%	·	-2.1%	-0.6%	-3.8%
CN(C)c1cccc(-c2nnc(SCCCC#N)o2)c1	29.0%	0.8	-0.6	2.6%	?	-14.0	2.0%	-6.4%	-1.3%
COc1ccc(NC(=O)COC(=O)C(CC(C)C)N2C(=O)C3CC=CCC3C2=O)cc1Cl (configuration not stated)	-1.1%	2.2	-7.3	6.6%	0.7%	0.1	5.0%	-3.9%	-3.4%
c1ccc(OCCCN2CCCC2)cc1	0.1%	0.6	-18.1	0.8%	?	-2.9	-1.1%	2.6%	-2.2%
Cc1nnc(NCCc2ccccc2)[nH]c1=O	-0.7%	-0.5	-10.4	-3.4%	11.5%	-2.7	-1.7%	1.0%	-4.6%
O=C(O)c1ccccc1C(=O)NC1Cc2ccccc2C1	27.5%	35.5*	-10.4	-21.1%	86.8%[activator]	6.4	-0.1%	0.3%	-4.1%
CCN1C(=O)/C(=C/c2cccs2)S/C1=N\S(=O)(=O)c1ccc(C)cc1	-15.8%	0.1	-5.6	-3.4%	-8.4%	-0.7	0.3%	2.9%	-1.5%
CC(Cc1ccccn1)NC(=O)c1ccc(OC2CCN(CCc3ccccc3)CC2)cc1 (configuration not stated)	28.5%	1.0	-10.3	-9.4%	0.0%	-14.9	3.5%	0.4%	3.1%
CCc1ccccc1-n1c2c(cc(-c3nc(-c4ccc(Cl)cc4)cs3)c1=O)C(=O)CC(C)(C)C2	12.4%	0.3	-11.6	-1.0%	-11.3%	·	-18.1%	3.6%	-2.1%
Cc1c(C(=O)OCC(=O)N(CCC#N)c2ccccc2)oc2c1ccc1ccccc12	-12.0%	1.4	1.9	-3.2%	0.0%	-6.4	·	-5.7%	-4.1%
Nc1nc(N)c2ncc(C(=O)CCc3ccccc3)nc2n1	?	-1.2	-2.1	0.5%	?	-0.2	?	-7.4%	0.1%
COC(=O)c1cccc(NC(=O)c2cccc(N3C(=O)CCC3=O)c2)c1	5.9%	-0.6	-3.5	3.3%	-0.7%	0.8	4.2%	2.3%	-1.6%
CCCCn1ccnc1C(=O)c1ccc(S(=O)(=O)N2CCCC2)cc1	20.3%	-1.1	-3.2	1.1%	19.1%	-11.4	2.4%	0.0%	0.0%
CCC(CC)NC(=O)Nc1ccc(C)cc1	-1.5%	-1.4	-1.2	5.9%	0.0%	-10.5	6.0%	2.0%	-0.7%
NC(=O)CC(NC(=O)c1ccccc1)c1ccc(NC2CCCC2)c([N+](=O)[O-])c1 (configuration not stated)	-10.5%	-2.4	-9.1	5.7%	?	5.8	?	3.9%	-5.2%
Cc1cc(C)cc(N(CC(=O)NCc2ccco2)C(=O)c2snc(C(N)=O)c2N)c1	3.1%	0.3	-5.4	·	-8.8%	10.9	-4.6%	-14.7%	-1.1%
Clc1ccc(Cl)c(-c2nc(-c3ccncc3)no2)c1	1.5%	-0.6	1.9	-4.1%	2.7%	11.0	1.4%	1.8%	-5.6%

Among those listed so far, 2 have an NH in an aromatic ring.
SMILES	RGS4 inh	D2 agonist	LDHA inh	ERG-DNA inh	ALOX12 inh	D2 antagonist	Vif-APOBEC3F blk	Vif-APOBEC3G blk	GRP78 ERSR act
COc1cccc(C2c3[nH]c4ccccc4c3CCN2Cc2cnn(C)c2)c1 (configuration not stated)	12.4%	0.4	-3.4	-0.1%	?	11.8	-0.8%	-8.3%	-3.9%
Cc1nnc(NCCc2ccccc2)[nH]c1=O	-0.7%	-0.5	-10.4	-3.4%	11.5%	-2.7	-1.7%	1.0%	-4.6%
